TROY NFkB inh: inhibitors of TROY-driven NF-kB signaling, primary screen, Q293 LMP1-TROYcd cells, NF-kB luciferase, uHTS. Q293 LMP1-TROYcd NF-kB luciferase reporter, 4 h. inhibition, % at 10 µM. hit rate 0.98% among 360,000;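 active = compounds whose plate-normalised and pattern-corrected inhibition of the luciferase reporter signal at the single screening dose is 50% or more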
TRAIL sens C8: viability loss with TRAIL in NB7+C8 cells, primary screen, TRAIL sensitizer project, cell-based, ATPlite luminescence. inhibition (viability loss, TRAIL sensitization), % at 10 µM. hit rate 1% among 360,000. AID 624354, 2012;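 active = compounds causing at least 50% loss of cell viability in the single-dose screen, relative to plate controls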
SRC3 inh: SRC3 coactivator transcriptional activity inhibitors, primary screen, cell-based, luminescence; AID 588352, 2011; hit rate 0.17% among 360,000; HEK293 GAL4-SRC3 luciferase reporter; inhibition, % at 3.6 µM; Nuclear receptor coactivator 3 (Homo sapiens), Q9Y6Q9;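 active = inhibition above a per-campaign cutoff, the mean of all compounds plus 3 SD, cut at about 60% in these data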;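 also: 0% = DMSO-treated cells and 100% = gossypol-treated cells at 36 µM; higher means less SRC3-driven luciferase light from the GAL4 reporter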
NCOA1 inh: SRC1 coactivator transcriptional activity inhibitors, primary screen, cell-based, luminescence; inhibition, % at 3.6 µM; hit rate 0.12% among 360,000; HEK293 GAL4-SRC1 luciferase reporter; AID 588354, 2011;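 active = inhibition above the campaign mean plus 3 SD, with each screening campaign given its own cutoff, cut at about 60% in these data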;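 also: 0% = DMSO treated cells and 100% = gossypol at 36 µM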
NCOA2 inhibitor: inhibition of GAL4-SRC2 driven luciferase reporter, primary screen, SRC2 inhibitor project, cell-based, luminescence. Nuclear receptor coactivator 2 (Homo sapiens), Q15596. HEK293 GAL4-SRC2 luciferase reporter. inhibition, % at 9 µM. hit rate 0.17% among 370,000. AID 651957, 2012;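 active = inhibition above the mean inhibition of all tested compounds plus 3 SD, set per campaign, cut at about 52% in these data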;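 also: 0% = DMSO treated cells and 100% = cells given Gossypol at 36 µM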
COUP-TFII inh: NR2F2 transcriptional activity inhibitors, primary screen, cell-based, luciferase reporter, HEK293T, luminescence; inhibition, % at 8.6 µM; AID 686940, 2013; hit rate 0.7% among 370,000; HEK293T NGFI-A luciferase reporter; COUP transcription factor 2 (Homo sapiens), P24468;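 active = inhibition above a per-plate cutoff, mean inhibition of test wells between control levels plus 3 SD, cut at about 38% in these data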;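 also: cells cotransfected with COUP-TFII expression vector driving the NGFI-A reporter; 0% = median of COUP-TF2 test wells and 100% = reporter-only cells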
Target sequence (P24468 whole entry, looked up): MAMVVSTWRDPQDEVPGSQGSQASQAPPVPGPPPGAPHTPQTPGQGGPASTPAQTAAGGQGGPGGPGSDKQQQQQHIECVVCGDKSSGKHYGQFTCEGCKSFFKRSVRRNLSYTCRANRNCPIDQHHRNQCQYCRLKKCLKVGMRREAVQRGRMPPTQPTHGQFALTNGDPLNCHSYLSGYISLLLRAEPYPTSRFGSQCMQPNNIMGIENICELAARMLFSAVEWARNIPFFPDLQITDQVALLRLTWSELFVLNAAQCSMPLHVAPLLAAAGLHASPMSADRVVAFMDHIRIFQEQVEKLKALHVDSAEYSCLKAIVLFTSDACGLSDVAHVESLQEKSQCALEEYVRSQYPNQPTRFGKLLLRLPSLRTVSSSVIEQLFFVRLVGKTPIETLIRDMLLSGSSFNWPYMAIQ
EBV LMP1 NFkB: EBV LMP1-driven NF-kappaB luciferase reporter inhibitors, primary screen, cell-based, luminescence, single point. LMP1-induced NF-kappaB luciferase reporter cells. inhibition, % at 12.5 µM. hit rate 0.69% among 350,000. AID 504558, 2011; in the data active = inhibition above about 41%;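 also: 0% = neutral control wells and 100% = reference inhibitor control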
LRH-1 inv ag: LRH-1 (NR5A2) inverse agonists, primary screen, cell-based, luminescence, HEK293T, StAR-luciferase reporter | Nuclear receptor subfamily 5 group A member 2 (Homo sapiens), O00482 | LRH-1 transfected, 24 h | inhibition, % at 3.6 µM | hit rate 0.13% among 360,000 | AID 602396, 2012;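 active = inhibition above the mean inhibition of all tested compounds plus 3 SD, cut at about 73% in these data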;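 also: 0% = DMSO wells and 100% = reporter-only cells lacking LRH-1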
Target sequence (O00482 whole entry, looked up): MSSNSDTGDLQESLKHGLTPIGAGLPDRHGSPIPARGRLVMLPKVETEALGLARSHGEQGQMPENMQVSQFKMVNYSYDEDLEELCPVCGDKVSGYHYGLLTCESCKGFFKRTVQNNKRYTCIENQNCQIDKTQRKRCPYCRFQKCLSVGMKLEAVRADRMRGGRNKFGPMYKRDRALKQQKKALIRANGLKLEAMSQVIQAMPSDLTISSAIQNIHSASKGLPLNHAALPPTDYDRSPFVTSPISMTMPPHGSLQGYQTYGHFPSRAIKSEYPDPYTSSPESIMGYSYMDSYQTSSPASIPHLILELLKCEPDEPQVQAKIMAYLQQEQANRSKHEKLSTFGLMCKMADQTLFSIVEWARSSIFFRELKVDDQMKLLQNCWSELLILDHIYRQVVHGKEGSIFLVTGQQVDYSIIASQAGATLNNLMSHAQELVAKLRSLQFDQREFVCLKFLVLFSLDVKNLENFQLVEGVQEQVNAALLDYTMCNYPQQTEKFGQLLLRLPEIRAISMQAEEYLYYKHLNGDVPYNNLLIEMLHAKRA
Vif imaging: HIV Vif self-association inhibitors, primary screen, imaging, HEK293T, single point; HEK293T cells, Vif self-association by quenched fluorescence, 24 h; inhibition, % at 7.49 µM; hit rate 0.35% among 340,000; AID 602346, 2012; in the data active = inhibition above about 50%, passing the limit was not always enough; also: some results filed as inactive read as strong as hits
TLR9-MyD88 block: inhibitors of TLR9-MyD88 association in cells, primary screen, cell-based, CHO, BLA complementation, fluorescence. Toll-like receptor 9 (Homo sapiens) + Myeloid differentiation primary response protein …. CCF4 FRET ratio. inhibition, % at 4.98 µM. hit rate 0.21% among 340,000. AID 504734, 2011;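 active = inhibition above the mean over all tested compounds plus 3 SD, cut at about 21% in these data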;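 also: 0% = DMSO only wells and 100% = clavulanate BLA inhibitor control wells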
NOD2-RIPK2 inh: NOD2-RIPK2 binding disruptors in cells, primary screen, fluorescence, CHO cells, BLA complementation | hit rate 0.38% among 360,000 | Receptor-interacting serine/threonine-protein kinase 2 (Homo sapiens), O43353 | inhibition, % at 4.98 µM | CCF4 ratio; in the data active = inhibition above about 21%;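 also: 0% = vehicle only and 100% = reference blocker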
Starred values were filed as active, the others as inactive; · = not tested or not shown; & = joins results of further samples. Only part of the results is shown (hit frequency here may not be typical).

Values in the order – LRH-1 inv ag	NOD2-RIPK2 inh	Vif imaging	TLR9-MyD88 block	SRC3 inh	EBV LMP1 NFkB	TROY NFkB inh	NCOA2 inhibitor	NCOA1 inh	COUP-TFII inh	TRAIL sens C8
CCn1c(Cc2ccccc2)nnc1SCC(=O)Nc1nc(C)cs1
  5.5	-0.4	0.6	1.2	6.7	-4.2	-7.4	6.5	-9.4	5.6	-11.4
Cc1cc(N2CCN(C(=O)c3ccco3)CC2)n2nc(C)nc2n1
  -0.6	-0.9	-1.9	-1.2	3.9	-0.8	10.9	-13.2	-3.2	-7.0	-15.2
CC(C)N1CCN(Cc2cccn2-c2ccccn2)CC1CCO (centres undefined)
  0.3	-4.8	2.4	2.1	5.5	0.1	0.8	-0.3	0.5	-10.1	3.4
O=C(NCCCn1ccnc1)c1csc2ccccc12
  4.9	6.5	-1.6	1.5	11.6	-4.8	-15.4	-10.7	-17.2	2.3	9.0
COc1ccccc1Cc1c(-c2ccc(OC)c(OC)c2)nc2cc(C)c(Br)c(C)n12
  11.1	-6.0	·	·	·	·	27.1	-7.5	·	-2.8	1.2
C=C1CC2C(=O)N(Cc3ccccc3)C(C(=O)OCC)(C(=O)OCC)C1N2C(=O)OC(C)(C)C (centres undefined)
  7.8	6.4	-0.3	2.9	6.0	-0.5	8.5	-5.9	-2.1	-1.1	-10.0
COc1cc(C(=O)NC2Cc3ccccc3C2)ccc1OC1CCN(C(C)=O)CC1
  -12.7	-10.5	18.4	-4.3	-15.1	5.3	-20.2	16.2	-16.2	10.0	-0.8
COc1ccc(C(=O)C2CCCN(C(=O)c3csc(SC)n3)C2)cc1F (centres undefined)
  -5.2	-1.1	10.3	-6.1	-11.7	14.8	-25.3	-8.4	6.8	-0.6	-7.3
CCOc1ccc(OCCC(=O)N(CCOC)c2c(N)n(Cc3ccccc3)c(=O)[nH]c2=O)cc1
  25.3	4.9	11.0	2.7	-93.0	6.3	16.7	-26.6	-30.6	11.1	-1.6
COC(=O)c1cc(C(=O)NCc2ccc3c(c2)OCO3)cc([N+](=O)[O-])c1
  8.6	0.0	-1.0	-5.5	-4.5	3.3	4.6	-12.7	8.1	-8.4	-3.0
Cc1ccc(-n2c(Cc3cccn3C)nnc2SCC(=O)NCc2ccc3c(c2)OCO3)cc1
  -0.8	-9.0	-2.5	-8.7	6.4	-7.7	-10.5	6.8	1.5	12.3	6.3
CSc1ccccc1OCc1cc(C(=O)NCCN2CCCC(O)C2)no1 (centres undefined)
  1.9	-7.8	7.6	-2.3	13.2	0.2	1.6	3.0	7.2	-1.2	-2.2
O=C1CCCC2=C1C1(CCCC1)N=C(Nc1nc3ccccc3s1)N2
  5.7	-8.9	2.9	-2.9	-23.3	-28.6	1.4	-8.0	-2.0	6.5	10.4
CCCCNc1c(-c2ccc(F)cc2)nc2nc(C)cc(C)n12
  14.4	-6.2	·	·	·	·	-17.2	-9.4	·	-25.9	-18.0
O=c1[nH]c(CN2CCN(S(=O)(=O)c3cccs3)CC2)nc2c(Br)cc(Br)cc12
  9.2	-6.8	4.5	-3.7	-1.6	13.1	17.2	-45.4	-46.5	-12.9	6.2

The last two records of the part before open the next one:
Values in the order – LRH-1 inv ag	NOD2-RIPK2 inh	Vif imaging	TLR9-MyD88 block	SRC3 inh	EBV LMP1 NFkB	TROY NFkB inh	NCOA2 inhibitor	NCOA1 inh	COUP-TFII inh	TRAIL sens C8
CCCCNc1c(-c2ccc(F)cc2)nc2nc(C)cc(C)n12
  14.4	-6.2	·	·	·	·	-17.2	-9.4	·	-25.9	-18.0
O=c1[nH]c(CN2CCN(S(=O)(=O)c3cccs3)CC2)nc2c(Br)cc(Br)cc12
  9.2	-6.8	4.5	-3.7	-1.6	13.1	17.2	-45.4	-46.5	-12.9	6.2
CC1CN(S(=O)(=O)c2cc(C(=O)NCCCN3CCCC3=O)ccc2Cl)CC(C)O1 (centres undefined)
  12.5	-1.3	9.6	2.6	23.4	0.5	-6.9	5.5	6.8	0.6	-0.7
COc1ccc(CCC(=O)OCc2csc(CC(=O)Nc3ccc(C)cc3)n2)cc1OC
  -0.8	4.2	-11.2	9.4	-2.3	-1.6	4.4	-11.9	-1.8	-2.3	8.2
O=C(CN1C(=O)NC2(CCc3ccccc3C2)C1=O)Nc1ccc(Cl)cc1F (centres undefined)
  0.5	-0.1	-1.2	2.2	8.0	2.1	-7.5	-30.8	0.2	3.3	-10.6
Cc1ccc(C(=O)N/C(=C\c2ccco2)C(=O)N2CCCCC2)cc1
  0.0	-3.6	9.6	-11.0	-9.3	1.0	-26.6	-28.1	1.2	7.8	3.7
O=C(O)CCC(=O)NNc1ncnc2ccccc12
  -24.0	2.2	7.4	1.3	-16.7	6.8	-24.8	-8.9	-46.9	-15.4	-0.5
Clc1ccccc1C1Nc2cccc3cccc(c23)N1
  -1.2	-15.3	10.3	-3.1	-12.7	3.2	-11.1	3.3	9.8	-18.4	-0.1
Cc1nc(N2CCOCC2)[nH]c(=O)c1C
  4.7	-9.2	11.3	-10.0	2.6	5.9	-29.1	16.5	-4.8	-5.8	1.1
COC(=O)c1ccc(CSc2nc3c(c(=O)[nH]2)CCC3)cc1
  -10.2	-3.8	38.0	·	-13.6	·	-14.7	-15.8	-7.8	-2.3	21.8
COc1ccccc1CNC(=O)C(C)NS(=O)(=O)c1ccc(C)cc1 (centres undefined)
  -28.3	-6.5	8.6	6.5	-1.4	-8.8	-18.9	3.3	-9.0	10.9	-10.5
COC(=O)c1sccc1NC(=O)CC1C(=O)NCCN1C(=O)Nc1cc(Cl)ccc1OC (centres undefined)
  -20.8	5.0	7.1	·	13.2	·	10.9	-18.9	13.2	11.8	-11.7
Cc1ccc([C@H]2C[C@H](O)[C@@H](n3cc(C4CC4)nn3)CN2Cc2cccs2)cc1
  -84.4	0.5	3.0	0.7	-33.0	-32.2	-57.9	-70.2	-11.5	-30.2	-9.0
O=C(Nc1ccc(N2CCOCC2)cc1)c1cccc(S(=O)(=O)N2CCCC2)c1
  17.5	-5.6	0.5	-1.7	8.9	5.0	-18.6	-70.2	-2.2	-3.4	35.0
c1ccc2c(c1)CCN(C1CCCCC1)C2
  9.9	4.3	-2.9	-1.9	-5.8	-12.9	-17.1	14.8	11.3	10.0	6.8
CCC(C)(C)C1CCC(=NNc2nc3ccccc3[nH]2)CC1 (centres undefined)
  -46.0	9.5	-1.7	0.9	-37.6	3.7	33.4	-73.7	-19.9	-11.2	-0.5
O=C(CCN1C(=O)C2CC=CCC2C1=O)OCC(=O)c1ccc(F)cc1 (centres undefined)
  -18.1	-6.2	1.2	2.3	-0.4	-11.6	10.8	-1.6	6.0	-4.7	-2.4
CC(=O)N1c2ccc(S(=O)(=O)NCCC(=O)N(C)C3CCCCC3)cc2CC1C (centres undefined)
  22.9	-2.7	2.2	-3.5	4.9	4.0	-13.4	1.6	6.8	5.0	-32.7
Cc1ccc(-c2csc3ncnc(-n4nc(C)cc4N)c23)cc1
  1.4	-9.0	8.6	5.5	6.9	3.6	12.8	16.7	-19.0	6.9	-16.6
O=C1CCCC2=C1C1(CCCC1)N=C(Nc1nc3ccccc3o1)N2
  -0.3	4.5	·	·	-19.0	·	-23.4	-14.9&10.0	4.7	-5.0&3.4	-0.7
CC1Cn2c(nnc2-c2ccc(F)cc2)S1 (centres undefined)
  15.1	-0.7	6.6	-10.5	14.5	-10.5	-22.6	-8.2	0.6	5.0	2.9
O=C(COC(=O)c1ccccc1Oc1ccccc1)NCc1ccco1
  -17.4	4.7	-5.4	3.5	10.1	1.3	16.7	-14.2	-10.8	5.8	-0.9
Oc1ccc(C(=S)N2CCN(Cc3ccccc3)CC2)cc1
  -2.4	5.6	4.1	0.8	14.9	-1.8	-4.6	-16.7	16.6	1.7	-3.1
COCCn1c(SCC(=O)Nc2ccc3c(c2)OCCO3)nc2c(c1=O)SC(C)C2 (centres undefined)
  -1.5	0.6	-4.7	4.7	-26.0	-40.1	-42.2	-26.4	-10.7	-13.4	0.5
CCC(=O)N1CCC1(C)C(=O)Nc1ccc(C)c(C)c1 (centres undefined)
  -12.8	-2.5	15.2	·	-7.0	·	-5.6	-12.4	-11.9	-6.3	0.8
Cc1ccc(C(=O)N(CCc2ccccc2)Cc2ccccc2)cc1S(=O)(=O)N1CCOCC1
  14.5	-0.8	-1.9	-13.4	15.0	-27.4	0.2	17.6	-1.4	-1.9	25.4
CCn1c(SCC(=O)Nc2c(C)n(C)n(-c3ccccc3)c2=O)nnc1-c1cccc(C)c1
  5.6	-11.2	11.0	-0.7	8.4	-2.5	-2.0	-4.8	-99.9	4.6	-9.9
COc1cccc(NC(=O)NNC(=O)CCc2ccc(O)c(O)c2)c1
  8.0	5.0	-8.6	-3.1	-2.0	6.6	-1.8	26.8	-24.3	-4.6	-3.3
CCOc1ccc(Nc2nc3ccccc3n3nnnc23)cc1
  -46.3	-0.5	·	-1.7	-69.0	-4.8	15.6	-12.2	-51.9	-12.8	12.2
COc1ccc(OC)c(N(CC(=O)NCc2cccnc2)S(C)(=O)=O)c1
  -3.3	-5.9	4.3	-9.4	5.4	0.3	7.3	-7.5	-17.8	-5.5	5.0
Cc1cccc(S(=O)(=O)Nc2ccc3c(c2)OCCO3)c1
  2.7	-16.1	-5.5	-1.7	-1.8	-2.3	-3.5	1.6	1.4	-7.1	-3.4
C/C(N)=C(/C#N)C(=O)CSc1nc2cc(Cl)ccc2c(=O)n1-c1ccc(C)cc1
  -16.4	-0.4	-1.6	-7.1	0.0	-1.0	29.4	-12.0	-1.1	-11.9	9.2
Nc1cc(=O)[nH]c(SCC(=O)c2ccc(O)cc2O)n1
  -1.3	5.6	0.2	3.5	-13.2	-14.6	3.2	11.4	-2.2	13.7	-20.3
NC(=O)c1nsc(C(=O)N(c2ccc(F)cc2)C(C(=O)NCC2CCCO2)c2c[nH]c3ccccc23)c1N (centres undefined)
  3.1	7.9	-7.1	5.9	-4.0	-10.3	-17.5	4.2	-35.4	-5.4	-27.3
CCCCCCCCNC(=O)C(CCC(=O)OCc1ccccc1)NC(C)=O (centres undefined)
  4.3	14.8	3.1	-6.7	15.9	-4.4	2.5	-4.1	-1.6	-4.4	17.7
CSc1ccc(/C=C/C(=O)OCC(=O)N2CCCCCC2)cc1
  3.0	3.8	20.8	1.1	-0.8	-0.2	-38.4	-30.4	-16.3	-8.6	-1.4
Cc1cccc(NC(=O)C[n+]2ccccc2)c1
  0.2	-1.3	-1.1	10.4	12.4	2.6	-7.3	-29.1	-7.5	-9.2	-16.5

Screening results: PubChem BioAssay, several laboratories
